# FBPA Giardia inh: qHTS Assay for Inhibitors of Fructose-1,6-bisphosphate Aldolase from Giardia Lamblia. A8B2U2. purified Giardia FBPA. Potency, µM (highest dose often 59.6 µM), for the others: at the highest dose activity, negative = inhibition, actives largely listed as inhibitors. 290,000 compounds, 0.71% hits; also: potency is read from the fitted curve at half-maximal effect; % is scaled to controls: 0 for no effect and ±100 for the full control effect; nearly all actives have a fitted effect of over 55% in size
# Target sequence (A8B2U2 whole entry, looked up): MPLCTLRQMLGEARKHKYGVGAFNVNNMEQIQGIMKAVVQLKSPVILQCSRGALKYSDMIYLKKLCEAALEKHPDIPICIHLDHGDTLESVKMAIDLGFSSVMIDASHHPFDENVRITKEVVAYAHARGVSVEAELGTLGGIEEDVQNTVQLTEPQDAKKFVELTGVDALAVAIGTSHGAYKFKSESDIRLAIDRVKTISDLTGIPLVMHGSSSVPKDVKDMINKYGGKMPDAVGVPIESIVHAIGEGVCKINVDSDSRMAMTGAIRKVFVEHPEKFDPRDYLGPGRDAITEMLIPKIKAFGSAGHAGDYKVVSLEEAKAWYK
#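 Giardia FBPA (40 nM reagent) was preincubated 10 min at RT with compound (up to 57.5 uM final), then substrate plus GAPDH/TPI/NAD/arsenate coupling system with diaphorase/resazurin was added; resorufin fluorescence (525/598 nm) was read after 20 min.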
# Cycloheximide cs: Cycloheximide Counterscreen for Small Molecule Inhibitors of Shiga Toxin; cell reporter, cycloheximide protein synthesis inhibition counterscreen; max response, %; 300,000 compounds, 12% hits; in the data active = max response mostly above about 13%, no sharp cut-off; inactive = mostly below about 14%; also: read at 38.3 µM for the half of the compounds with a filed dose; 0% is about no effect
# Pf growth 48h: Primary qHTS for delayed death inhibitors of the malarial parasite plastid, 48 hour incubation | 310,000 compounds, 5.9% hits | Potency, µM (series often up to 28.7 µM), without a hit: at the top dose activity change, negative = inhibition, usual class: inhibitors | P. falciparum luciferase growth in erythrocytes, 48 h; also: potency is read from the fitted curve at half-maximal effect; % is scaled to controls: 0 for no effect and ±100 for the full control effect
#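 First compound was added to culture medium, then infected red cells at 0.1% parasitemia and 2% hematocrit (final). After incubation at 37 C under 5% CO2, luciferase detection reagent was dispensed and light output recorded.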
# Sm TGR inh: qHTS Assay for the Inhibitors of Schistosoma Mansoni Peroxiredoxins; purified TGR, DTNB reduction, TNB absorbance 405 nm; Potency, µM (titrated, usually from 114 µM), without a hit: at the highest dose activity change, negative = inhibition, most hits filed as inhibitors; 360,000 compounds, 3% hits; Schistosoma mansoni thioredoxin glutathione reductase (TGR), Q962Y6; AID 485364, 2010; also: potency is read from the fitted curve at half-maximal effect; % is scaled to controls: 0 for no effect and ±100 for the full control effect; nearly all actives have a fitted effect of over 60% in size
#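 First, TGR (20 nM dispensed) and NADPH were mixed with compound. Second, a 15 min room-temperature incubation followed. Third, further NADPH and then DTNB were added to start the reaction. Finally, TNB absorbance was monitored kinetically.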
# Shiga inhibitor: A qHTS for Small Molecule Inhibitors of Shiga Toxin; Vero cells, Shiga toxin protein synthesis inhibition reporter; inhibition, % at 38.7 µM; 290,000 compounds, 9.2% hits; AID 2315, 2010; in the data active = inhibition mostly above about 28%, no sharp cut-off; inactive = mostly below about 43%; also: 0% is about no effect
# Pf growth 96h: Primary qHTS for delayed death inhibitors of the malarial parasite plastid, 96 hour incubation; 320,000 compounds, 6.9% hits; Potency, µM (highest dose often 28.7 µM), for inactives: top-dose activity change, negative = inhibition, hits mostly inhibitors; P. falciparum luciferase reporter growth, 96 h; also: potency is read from the fitted curve at half-maximal effect; % is scaled to controls: 0 for no effect and ±100 for the full control effect
#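 96 h incubation, 37 C, 5% CO2, of luciferase-reporter P. falciparum-infected RBCs (2% hematocrit, 0.05% parasitemia final) with test compounds; endpoint luminescence.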
# * marks the source's active call; other numbers are inactive results; u = inconclusive; x = no result given; [ ] = another dose, or the depositor's remark. Unless noted, calls follow the shape of the dose curve; as a rule, active = well fitted curve in the direction sought with a large enough effect; inconclusive = small, poorly fitted or top-dose-only effect, or another doubt; inactive = no such curve, though single readings can be large; an effect the other way counts as inactive or inconclusive. An unsorted share of the library; any-hit rate near 24%.
# Results follow in this order: FBPA Giardia inh | Cycloheximide cs | Pf growth 48h | Sm TGR inh | Shiga inhibitor | Pf growth 96h
COc1ccc(C(NC(=O)c2ccccc2F)NC(=O)c2ccccc2F)cc1
  -1% | -2 | 10% | -5% | -5 | 30%[activator]
CCOC(=O)Cc1csc(SCC(=O)N(CC(C)C)c2c(N)n(Cc3ccccc3)c(=O)[nH]c2=O)n1
  x | x | -5% | 0% | x | 0%
COc1ccc(C(=O)NNC2CC(=O)N(Cc3ccc(Cl)cc3)C2=O)cc1OC (stereo unspecified)
  1% | 5 | 13% | 5% | -5 | 17%
CSC1=C(C#N)C(c2ccccc2Cl)C2=C(CCCC2=O)N1 (stereo unspecified)
  -6% | -4 | x | -14%[11.4 µM] | -9 | u
CCOC(=O)c1oc2ccccc2c1CSc1nnnn1-c1ccc(OC)cc1
  -4% | 1 | 5% | -1% | -7 | 12µM*
CCCCc1nnc(NC(=O)CSc2nc(O)c(-c3ccccc3)c(=O)[nH]2)s1
  23% | 10 | 15% | -2% | 22 | -22%
CN(/N=C/c1cc(Cl)cc(Cl)c1O)C(=S)NC(C)(C)C
  -13% | -3 | u | -9% | -2 | u
COC(=O)c1ccccc1NS(C)(=O)=O
  x | x | 19% | -10% | x | 32%[activator]
CC12CCC(C(=O)Nc3nccs3)(OC1=O)C2(C)C (stereo unspecified)
  4% | 13 | 4% | 3% | -10 | -5%
CCC1CCCCC1
  5% | -6 | x | x | -3 | x
CC(C)CNC(=O)c1ccccc1N(Cc1ccccc1)S(C)(=O)=O
  10% | -1 | 4% | -9% | -4 | 25%
CC(NC(=O)c1ccc(Br)s1)c1ccncc1 (stereo unspecified)
  -1% | -1 | -27% | 6% | 16 | 33%[activator]
CN(C(=O)COC(=O)c1cccc(S(=O)(=O)N2CCCCCC2)c1)C1CCS(=O)(=O)C1 (stereo unspecified)
  x | x | -14% | 0% | x | 9%
S=C1COC(c2ccccc2)N1c1ccccc1 (stereo unspecified)
  7% | 2 | u | -4% | -1 | u
CC[N+]1(CC)CC2CCC(C)(C1)C2(C)C (stereo unspecified)
  11% | -4 | -8% | 35% | -6 | -73%
CSC1=N/C(=C\c2cccc(F)c2)C(=O)S1
  -10% | 1 | x | -1% | 2 | 7%
Cc1cc(C)cc(C(=O)N(CCc2ccccc2)C2=CC3CCC(C2)N3C)c1 (stereo unspecified)
  -6% | 4 | 12µM* | 6% | -5 | 3%
Cc1ccc(-n2nc3c(N4CCC(C(=O)NCCc5cccs5)CC4)nnc(C)c3c2C)cc1
  x | -1 | u | 1% | -2 | 10%
Cc1cc(=O)oc2c(C)c(OC(C)C(=O)NCc3ccccn3)ccc12 (stereo unspecified)
  18% | 7 | u | 2% | -15 | u
CSC1=NCCN1C(=O)COc1ccc2ccccc2c1
  -7% | -1 | x | 1% | -3 | -20%
CCNc1cc(N2CCN(S(=O)(=O)c3ccc4c(c3)CCCC4)CC2)ccc1[N+](=O)[O-]
  3% | -3 | u | -15% | -20 | 34%[activator]
CC1(C)C2CCC1(C)C(OC(=O)CC(=O)O)C2 (stereo unspecified)
  -9% | -5 | 18% | 24% | -4 | 76%[activator]
Cn1c2ccccc2c(=O)c2c(=O)n(C3CCCCC3)c(-c3ccco3)nc21
  11% | -5 | 4.7µM* | -21% | -5 | 4.1µM*
Cc1[nH]c(=O)[nH]c(=O)c1S(=O)(=O)Nc1cccc(C(F)(F)F)c1
  10% | 11 | 8% | -24% | 22 | u
Cc1nc(NC(=O)c2ccccc2)sc1-c1csc(N)n1
  -17% | 29* | 1.9µM* | 1% | 48* | -2%
O=C(Nc1cnccn1)c1cccc(C(F)(F)F)c1
  0% | -2 | 28% | 6% | 5 | x
CCN(Cc1cc2ccccc2[nH]c1=O)C(=O)c1cccnc1
  2% | 18 | 45%[activator] | 7% | 39 | -5%
COc1cc(OC)cc(C(=O)Nn2c(C)nc3ccccc3c2=O)c1
  2% | -2 | 10% | 9% | -20 | 68%[activator]
C=CCc1ccccc1OCC(O)CN1CCN(CCO)CC1 (stereo unspecified)
  -19% | -1 | -13% | -19% | -6 | -16%
COc1cccc(NC(=O)CNS(=O)(=O)c2ccc(Cl)cc2)c1
  4% | -1 | -11% | -2% | 3 | -18%
Cc1cc(C(=O)NC2CCCc3ccccc32)no1 (stereo unspecified)
  -1% | -2 | -8% | u | 14 | -2%
C/C(=N\NC(=O)c1ccccn1)c1ccc(C(=O)O)s1
  u | 45* | 92%[activator] | x | 74* | -2%
Cc1nnc(SCC(=O)Nc2ccc3[nH]c(=O)[nH]c3c2)s1
  x | x | -3% | 1% | x | 1%
Cc1ccc(NC(=O)CSCCc2ccccn2)nc1
  -6% | 13 | x | 0% | 7 | -27%
O=C(CCCn1c(=S)[nH]c2ccsc2c1=O)Nc1ccc2c(c1)OCO2
  u | 7 | -17% | 0% | 16 | u
CC(=O)Nc1cccc(NC(=O)C2CCCN2C(=O)Nc2ccccc2C)c1 (stereo unspecified)
  1% | -3 | 2% | 7% | -12 | 8%
Cc1ccc(S(=O)(=O)N(C)C/N=C(\N)N[N+](=O)[O-])cc1
  0% | -3 | -15% | -1% | -6 | 24%
Cc1cccc(C)c1OCC(O)CN1CCC(CN2C(=O)c3cccc4cccc(c34)C2=O)CC1 (stereo unspecified)
  2% | -1 | u | u | -12 | x
COc1ccc(C(=O)c2c(C)oc3ccc(O)c(CN4CCOCC4)c23)cc1
  -20% | 6 | x | 0% | 5 | 7%
O=C(O)c1ccc(N=NN2CCOCC2)cc1
  2% | 39* | 19% | -10% | 38* | u
Cc1occc1C(=O)N1CCN(c2ncccn2)CC1
  1% | 0 | 7% | -29% | -3 | 25%
CCCn1c(=O)[nH]c(=O)c2c1nc(-c1cccs1)n2CCOC
  -12% | 3 | 5% | 1% | -6 | -20%
CN(C)C(=O)CSc1nnc([C@@H](N)Cc2ccccc2)o1
  10% | 0 | u | 4% | -4 | -5%
CC(=O)N1CCc2cc(S(=O)(=O)C(C)CC(=O)NCc3ccc(C)o3)ccc21 (stereo unspecified)
  0% | -2 | -21% | u | 8 | 9%
N#C/C(=C/c1ccc(F)cc1)C(N)=S
  -23% | -1 | 7% | 6% | -5 | -11%[5.75 µM]
COc1ccc(C)cc1NC(=O)CSc1nnc(-c2ccco2)n1Cc1ccco1
  6% | 13 | -19% | -33% | 17 | 10µM*
O=C(N/N=C/c1ccccc1)c1cc[n+]([O-])cc1
  4% | -5 | 9% | 1% | 11 | 4%
Cc1ccc(C)c(S(=O)(=O)N2CCN(C(=O)CCC(=O)c3cc(C)sc3C)CC2)c1
  x | x | u | -2% | x | u
CC1=C(C(=O)Nc2cccc(C(=O)N3CCC(C(N)=O)CC3)c2)SCCO1
  x | -6 | 13% | 2% | 20 | -2%
COc1ccc(Cl)cc1N1C(=O)C2CCCN2C1c1cccc(F)c1 (stereo unspecified)
  0% | -4 | x | 0% | -4 | 92%[activator]
CCNC(=S)N(Cc1ccccc1)Cc1nc2ccccc2c(=O)[nH]1
  -9% | 2 | -14% | -4% | -4 | -6%
COc1ccccc1NC(=O)COc1ccc(C(=O)OCC(=O)NC(C)(C)C)cc1OC
  1% | -3 | u | 4% | -9 | -15%
Cc1ccc(S(=O)(=O)CC(=O)c2cc3cccc(C)c3oc2=O)cc1
  -1% | -1 | 18% | -19% | -6 | 16%
Cc1cc(/C=C(\C#N)C(=O)NCc2ccco2)c(C)n1-c1ccc(C(=O)O)cc1
  2% | -2 | 7% | -7% | -3 | u
CC1CN(CCOc2ccccc2-c2ccccc2)CC(C)O1 (stereo unspecified)
  u | -1 | u | -1% | -7 | u
Cc1ccc(S(=O)(=O)N2CCC(C(=O)OC(C)C(=O)NCc3ccccc3)CC2)cc1C (stereo unspecified)
  -3% | -2 | 4% | 0% | -5 | u
O=C(Nc1cccc(-c2cnc3ccccc3n2)c1)c1ccccc1
  5% | 31 | -63% | 1% | 47 | 39%[activator]
CC1(C)CC(=O)C(C(c2ccncc2)C2C(=O)CC(C)(C)CC2=O)C(=O)C1
  1% | 2 | 0% | u | 14 | -15%
COc1cc(N2CN=c3s/c(=C\c4ccccn4)c(=O)n3C2)cc(OC)c1OC
  u | 6 | 0% | 39%[activator] | -9 | 4%
COc1ccc(NC(=O)NNC(=O)COc2ccc3cc(Br)ccc3c2)cc1OC
  x | -2 | 65%[activator] | -17% | -10 | 37%[activator]

# Remaining list, next part:
# Results follow in this order: FBPA Giardia inh | Cycloheximide cs | Pf growth 48h | Sm TGR inh | Shiga inhibitor | Pf growth 96h
Cc1c(CN2CCC(Oc3ccc(C(=O)N4CCCCC4)cc3)CC2)cnn1C
  x | -2 | 20% | 6% | -9 | -100%
COc1ccc2cnnc(SCC(=O)Nc3ccccc3)c2c1OC
  3% | 1 | 17% | -2% | -5 | 56%[activator]
COc1ccc(S(=O)(=O)N2CCCCC2)cc1NC(=O)C1COc2ccccc2O1 (stereo unspecified)
  x | x | u | -4% | x | 3%
CCOc1ccc(Br)cc1C(=O)N/N=C/c1cccc(C)n1
  5% | 1 | 8% | -14% | 24 | 5%
COc1cc(OC)c(C2SCCS2)c(OC)c1
  -6% | -1 | -15% | -2% | 11 | -17%
Nc1ccc(N=Nc2ccccc2)c2ccccc12
  -2% | 22* | 3% | 21% | 22 | 64%[activator]
CC(C)C(=O)O/N=C(\N)c1ccc(Oc2ccc(Cl)cc2)c([N+](=O)[O-])c1
  0% | 23* | 8% | 3% | 36* | 5%
Cc1cccc(OCC(=O)NNC(=O)CSc2ncc(C#N)c(N)n2)c1
  7% | -4 | -2% | -24% | -11 | u
CCn1c(SCC(=O)c2ccc(O)c(O)c2)nnc1-c1ccccc1
  2.2µM* | 34* | u | -28% | 61 | u
O=C(N/N=C/c1cn(Cc2cccc(F)c2)c2ccccc12)c1cc(O)cc(O)c1
  -7% | 4 | -9% | -29% | 1 | u
Cc1ccc(NS(=O)(=O)c2ccc(N3C(=O)CCC3=O)cc2)cc1
  4% | -4 | x | u | 2 | 21%
CCOc1ccc2nc(NC(=O)c3cccc(-c4cc5ccccc5oc4=O)c3)sc2c1
  4% | 12 | 26% | 1% | 15 | 203%[activator]
CC1CC(C)(C)CC2(C1)NC(=O)N(CC(=O)N(C)Cc1nc3ccccc3c(=O)[nH]1)C2=O (stereo unspecified)
  x | x | 12% | -1% | x | 15%
Cc1cc(C(=O)OCC(=O)N(C)c2ccccc2)ccc1[N+](=O)[O-]
  5% | -1 | 4% | 11% | 14 | 19%
Cc1cccc[n+]1C1C(c2ccc([N+](=O)[O-])cc2)C(C#N)=C(C(=C=[N-])C#N)NC1(O)C1CC1 (stereo unspecified)
  -22% | -3 | -15% | -10% | -4 | 8%
Cc1cc(C)n(CC(=O)NN)n1
  3% | 8 | 3% | -5% | 25 | 5%
CC(=O)c1ccc(S(=O)(=O)N(C)C(C)CCc2ccco2)cc1 (stereo unspecified)
  9% | -3 | -48% | 40µM* | -10 | -34%
Cc1cc(C)c2cc(C#N)c(SCC(=O)NCc3ccco3)nc2c1
  -15% | 9 | 28% | u | 33 | 188%[activator]

# Entries shown so far with a COOH group:
# Results follow in this order: FBPA Giardia inh | Cycloheximide cs | Pf growth 48h | Sm TGR inh | Shiga inhibitor | Pf growth 96h
CC1(C)C2CCC1(C)C(OC(=O)CC(=O)O)C2 (stereo unspecified)
  -9% | -5 | 18% | 24% | -4 | 76%[activator]
C/C(=N\NC(=O)c1ccccn1)c1ccc(C(=O)O)s1
  u | 45* | 92%[activator] | x | 74* | -2%
O=C(O)c1ccc(N=NN2CCOCC2)cc1
  2% | 39* | 19% | -10% | 38* | u
Cc1cc(/C=C(\C#N)C(=O)NCc2ccco2)c(C)n1-c1ccc(C(=O)O)cc1
  2% | -2 | 7% | -7% | -3 | u
